Hep lipid drop = inhibitors of hepatocyte lipid droplet formation, primary screen, imaging, high-throughput imaging, BODIPY stain | 0.4% of 240,000 active | inhibition, % at 6.5 µM | AML12 mouse hepatocytes, oleate lipid droplets | AID 1656, 2009;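 active = lipid droplet intensity inhibited by at least 50%, with more than 500 cells counted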
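Material: mouse AML12 hepatocyte cell line, fixed after treatment; Timing: compound with oleate, overnight; Technique: high-content imaging of BODIPY-stained droplets and DAPI nuclei; Probe or stimulus: oleate, 100 µM final; Dosing: compound at 6.5 µM only.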
NOD2 inhibition = NOD2 signaling inhibitors, cell-based, luminescence, uHTS, HEK293 (AID 1566); HEK293 NOD2/NF-kB luciferase reporter, luminescence; higher % means a stronger effect; inhibition, % at 4 µM; hits with a dose series show EC50 in µM; 0.63% of 290,000 active; in the data active = inhibition above about 50%; note: many of its hits are not listed in these tables
Hep lipid drop cells 6.5 µM = also measured in Hep lipid drop; calls as there; cell count; measured here: cell count, cytotoxicity flag;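 cells counted across two imaged fields per well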
Active calls of the source: *.

SMILES	Hep lipid drop	Hep lipid drop cells 6.5 µM	NOD2 inhibition
Cc1ccc(C)c(NC(=O)CCN2C(=O)[C@@H]3Cc4ccccc4CN3C2=O)c1	1	717	14%
CCn1nc(C)cc1C(=O)NC1CC(C)(C)Cc2c1cnn2-c1cccc(F)c1 (configuration not stated)	-1	806	11%
COc1ccc(-c2cc(C(=O)Nc3cccc(Cl)c3)no2)cc1	-4	851	-74%
COc1ccc(OC)c(/C=N\NC(=O)c2cc3c(ccc4ccccc43)o2)c1	3	705	-7%
CC(C)[C@H](NC(=O)C1CC(=O)N(c2ccc3c(c2)OCCO3)C1)C(=O)NC1CCCC1 (some centres not stated)	-7	671	4%
COc1cc(NC(=O)COc2ccc3c(C)cc(=O)oc3c2C)cc(OC)c1OC	-12	713	23%
CCCN1C(=S)c2ccccc2C1c1ccccc1 (configuration not stated)	-13	835	8%
COc1cccc(OC)c1NC(=O)Cn1nc(C)c2ccccc2c1=O	0	824	12%
COC(=O)c1ccccc1NC(=O)c1nc(S(=O)(=O)Cc2ccccc2)ncc1Cl	-7	678	14%
COC(=O)CC1C(=O)NCCN1C(=O)c1cc(OC)c(OC)cc1OC (configuration not stated)	-3	860	-42%
CCn1c(SCC(=O)N2CCCCC2)nc2c1c(=O)n(C)c(=O)n2C	-1	788	12%
CCc1nnc(NS(=O)(=O)c2ccc(NC(=O)c3cccc(Br)c3)cc2)s1	6	739	17%
Cc1cc2[nH]c(=O)c(=O)[nH]c2cc1S(=O)(=O)NCc1ccccc1	23	757	-9%
O=C(/C=C/c1ccccc1[N+](=O)[O-])N1CCc2ccccc2C1	-12	745	0%
COc1ccccc1CNC(=O)CSc1n[nH]c(N)n1	-8	782	-5%
COc1ccc(C(=O)N/N=C(\C)c2cccc(NC(=O)c3ccc(F)cc3)c2)c(OC)c1	-15	662	-13%
COc1cccc(C(=O)C2CCCN(C(=O)c3ccccc3Cl)C2)c1 (configuration not stated)	-20	781	5%
Cc1cccc(OCC(=O)NC2CC(C)(C)NC(C)(C)C2)c1	5	374	-1%
COC(=O)c1ccc2nc(NC(=O)C3CC3)sc2c1	-1	812	-50%
CCN(CCO)C(=O)c1ccc2oc(Cc3ccc(Cl)cc3)nc2c1	1	785	1%
COC(=O)CNC(=O)Cn1cnc2sc(C)c(S(=O)(=O)N3CCN(c4ccccc4OC)CC3)c2c1=O	-14	749	-8%
CC1CN(C/C(=N\O)C23CC4CC(CC(C4)C2)C3)CC(C)O1 (configuration not stated)	27	734	8%
CC(=O)c1ccc(N2CCN(S(=O)(=O)c3cc(-c4cc(C)no4)ccc3C(C)C)CC2)cc1	-35	721	-1%
O=C(NC1CC2CCCC(C1)N2Cc1ccccc1)c1ccc([N+](=O)[O-])cc1 (configuration not stated)	-3	855	10%
COc1ccc(Cl)cc1NC(=O)NCc1cccnc1	-26	597	14%
COc1ccc(C(=O)Nc2ccccc2C(=O)Nc2ccncc2)cc1	1	887	-6%
Cc1ccc(SCC(=O)NCc2ccccc2)cc1	-12	809	-15%
Cc1coc2cc3oc(=O)c(CCC(=O)NCc4ccccn4)c(C)c3cc12	11	802	19%
CCOc1ccc(NC(=O)C2CCN(S(=O)(=O)c3ccc4c(c3)C(C)(C)C(=O)N4C)CC2)cc1	1	752	9%
COc1ccccc1C(=O)NC(=O)COC(=O)CCOc1cc(C)ccc1C	-3	808	9%
CCC1C(=O)NCCN1C(=O)c1cc(COc2cc(C)ccc2C)on1 (configuration not stated)	6	731	20%
O=C(NCc1ccccn1)Nc1cccc(F)c1	6	840	9%
CSCC(=O)N1CCCC(CO)(CCCc2ccccc2)C1 (configuration not stated)	0	827	7%
COC(=O)CC(NS(=O)(=O)c1cccs1)c1ccc2c(c1)OCO2 (configuration not stated)	8	821	-4%
O=C(c1cnn2c(C(F)F)cc(-c3ccccc3)nc12)N1CCN(Cc2ccc3c(c2)OCO3)CC1	-12	860	-6%
O=C1C(=O)N(Cc2cccnc2)C(c2cccc([N+](=O)[O-])c2)/C1=C(/O)c1ccc2c(c1)OCO2 (configuration not stated)	-4	682	2%
COc1ccc(Cl)cc1NC(=O)C/C(C)=N/NC(=O)c1ccccc1[N+](=O)[O-]	-2	818	9%
Cc1cccc2c1cnn2C(=O)Nc1cc(F)ccc1F	13	827	-131%
COc1cc(NC(=O)C2=CC(c3cccs3)=NS(=O)(=O)N2C)cc(OC)c1OC	-5	803	0%
CCCc1cc(=O)oc2cc(C)cc(OCC(=O)NCCCN3CCCC3=O)c12	-1	712	22%
CC(=O)c1cccc(NC(=O)C(C)OC(=O)Cc2n[nH]c(=O)c3ccccc23)c1 (configuration not stated)	18	762	4%
NC(=O)CN1C(=O)C(=O)N(Cc2ccc(F)cc2)C1=O	11	706	8%
COc1ccc(CCNC(=O)CSc2nnc(CNC(=O)c3cc(OC)c(OC)c(OC)c3)o2)cc1OC	17	710	4%
COc1ccc(Nc2cc3n(c(=O)n2)CCc2cc(OC)c(OC)cc2-3)cc1	-32	699	-36%
Cc1cc(C)c2nc(N3CCCC(C(=O)NC4CCCC4)C3)sc2c1 (configuration not stated)	-13	644	11%
CCOC(=O)c1c(NC(=O)Cc2ccccc2)sc2c1CCN(CC)C2	2	771	26%
O=C(NC1CCN(S(=O)(=O)c2ccc(F)cc2)CC1)c1ccccc1	-6	848	4%
NC(=O)c1ccccc1OCc1cccc2ccccc12	5	846	12%
COc1ccc(C(=O)Nc2ccnn2C2CCN(C(=O)CCC(F)(F)F)CC2)cc1	7	751	-4%
CC(Oc1ccc2c3c(c(=O)oc2c1)CCCC3)C(=O)NCC1CCC(C(=O)O)CC1 (configuration not stated)	5	800	11%
COc1ccc(CN2CCNC(=O)C2CC(=O)NCc2cc(C)n(C)n2)c(F)c1 (configuration not stated)	8	878	9%
O=C1Nc2cc(Br)ccc2C1(O)c1ccccc1O (configuration not stated)	-1	850	1%
Cc1cc(OCC(=O)N2CCOCC2)ccc1NC(=O)c1ccccc1C	-7	648	1%
COc1ccc(OCc2cc(C(=O)NC(C)Cn3cncn3)no2)c(Cl)c1 (configuration not stated)	4	881	-13%
Cc1ccc(S(=O)(=O)Nc2c(Cl)c(Cl)c(O)c3ccccc23)cc1	-6	872	14%
COc1cccc(NC(=O)Cc2nnc(SCC(=O)NC3=NCCS3)n2C)c1	-3	816	13%
COc1cccc(C(=O)NC(=O)Nc2nc(C)cc(C(F)(F)F)n2)c1	-8	739	11%
O=C(N/C(=C/c1cccnc1)C(=O)N1CCCCCC1)c1cccc(Br)c1	-15	613	2%
C=CCOc1ccc(C(c2c(C(=O)O)[nH]c3ccccc23)c2c(C(=O)O)[nH]c3ccccc23)cc1	-2	834	-3%
COc1ccccc1C(=O)NNC(=O)c1ccc(Br)o1	-7	628	-12%

(list continues)
SMILES	Hep lipid drop	Hep lipid drop cells 6.5 µM	NOD2 inhibition
O=C(c1ccc(N2CCN(C(=O)c3ccc(F)c(F)c3)CC2)cc1)c1cccc(F)c1	10	672	-54%
CCn1nc(C)c(CN2CCCC(CNS(=O)(=O)c3ccc(OC)cc3)C2)c1C (configuration not stated)	-6	674	5%
Cc1ccccc1NC(=O)NCC1CCN(c2ccc(S(=O)(=O)N3CCOCC3)cc2)CC1	19	779	12%
Cc1cc(F)ccc1S(=O)(=O)N1CCCOC1CNC(=O)C(=O)NC1CC1 (configuration not stated)	-6	731	8%
Cc1ccc2c(c1)N(C(=O)CCC(=O)NCc1cccnc1)CCO2	0	762	8%
COc1ccc(C(=O)N/N=C/c2ccc(OC)c(COc3ccc(F)cc3F)c2)cc1	6	851	-18%
CCCN1CCN(C(=O)c2ccc3nc(CC)c(CC)nc3c2)CC1	4	853	3%
CCOc1ccc(NC(=O)NC2(C(=O)NCc3ccco3)CCCCC2)cc1	-1	800	-7%
COc1cc(OC)cc(C(=O)Nc2cccc3cccnc23)c1	2	809	12%
CC1CCC(NC(=O)C2CCN(c3nc4ccccc4s3)CC2)CC1 (configuration not stated)	-3	793	40%
COc1ccc(NC(=O)CS(=O)CC(=O)Nc2ccc(NC(C)=O)cc2)cc1 (configuration not stated)	-18	737	6%
O=C(c1ccc2c(c1)OCO2)C1CCCN(Cc2c(F)ccc(F)c2F)C1 (configuration not stated)	-2	750	11%
CC(C)(C)c1ccc(OCC(=O)NNC(=S)NC(=O)c2ccco2)c(Br)c1	-8	841	14%
CN1CCN(CC(=O)c2cc(C(C)(C)C)c(O)c(C(C)(C)C)c2)CC1	-3	813	6%
CCOC(=O)c1ccc(NCCc2ccc(OC)c(OC)c2)c(N)c1	-7	820	22%
O=C(NC1CCCCCCC1)c1cc([N+](=O)[O-])ccc1Cl	-4	795	-3%
COc1ccc(CNC(=O)CN(Cc2ccco2)C(=O)CNS(=O)(=O)c2ccc(F)cc2)cc1	0	815	11%
O=C(O)CN1C(=O)/C(=C\c2cc(Br)ccc2OCc2ccc([N+](=O)[O-])cc2)SC1=S	-31	743	11%
COc1ccc(OC)c(NC(=O)CCNC(=O)Cn2ccc3ccccc3c2=O)c1	-5	801	5%
COc1ccc(O)c(/C=N/NC(=O)c2cccc(N3CCCC3=O)c2)c1	16	693	47%
Cc1cccc(OCC(=O)NNC(=O)CCCCC(=O)NNC(=O)COc2cccc(C)c2)c1	4	738	-18%
CC1=NN(C(N)=S)C(=O)C1N=Nc1ccc(S(N)(=O)=O)cc1 (configuration not stated)	-9	787	14%
O=C(CNCc1ccccc1)NC1C2CC3CC(C2)CC1C3 (configuration not stated)	-3	809	9%
COc1ccc(N2CC(C(=O)N[C@@H](C)C(=O)NCc3ccccc3OC)CC2=O)cc1 (some centres not stated)	-46	698	10%
Cc1ccc(CNC(=O)C2CCCN2S(=O)(=O)c2ccc(Cl)cc2)cc1 (configuration not stated)	-8	762	0%
COc1cccc(-c2cc(C(=O)NCC3CCCO3)c3cc(Br)cc(C)c3n2)c1 (configuration not stated)	-34	783	21%
CC1=C(C(=O)OC2CCCCC2)C(c2ccccc2Br)NC(=O)N1 (configuration not stated)	-5	796	7%
CCOc1cc(C(=O)N2CCCN(C)CC2)cc(OCC)c1OCC	8	860	-15%
O=C(OCC(=O)N1CCOCC1)c1cc(F)c(F)cc1Cl	4	773	0%
Cc1cc(NC(=O)CC(C)C)c(=O)n(Cc2cccc(F)c2)c1	1	854	-2%
CCC(C)N1CCN(C(=O)c2cc(OC)cc(OC)c2)CC1 (configuration not stated)	-1	771	-3%
C=CCn1nnnc1SCC(=O)Nc1cccc(C(F)(F)F)c1	4	574	18%
CC(=O)Nc1ccc(S(=O)(=O)NCCCN2CCOCC2)cc1	-5	830	-4%
COCCCNc1nc2ccccc2nc1NS(=O)(=O)c1ccc(OC)cc1	-4	818	4%
CN(CC(=O)Nc1ccccc1Cl)C(=O)c1cccc(S(=O)(=O)N2CCN(c3ccc(F)cc3)CC2)c1	-18	681	25%
COc1ccc(OC)c(NC(=O)CC2C(=O)NCCN2C(=O)c2ccccc2)c1 (configuration not stated)	20	785	7%

Pulled one by one from above:
SMILES	Hep lipid drop	Hep lipid drop cells 6.5 µM	NOD2 inhibition
Cc1cc(NC(=O)CC(C)C)c(=O)n(Cc2cccc(F)c2)c1	1	854	-2%
Cc1ccc(CNC(=O)C2CCCN2S(=O)(=O)c2ccc(Cl)cc2)cc1 (configuration not stated)	-8	762	0%

Further results follow.
SMILES	Hep lipid drop	Hep lipid drop cells 6.5 µM	NOD2 inhibition
Cc1ccc2nc(N3C(=O)C(O)=C(C(=O)c4ccco4)C3c3ccc(O)cc3)sc2c1 (configuration not stated)	2	874	-8%
COc1ccc(C(=O)NCCc2cccc(Cl)c2)cc1OC1CCN(C(C)=O)CC1	4	715	-1%
CCC(C)c1ccc(S(=O)(=O)N2CCN(S(=O)(=O)c3ccc(NC(C)=O)cc3)CC2)cc1 (configuration not stated)	-1	723	-14%
NC(=O)CSc1nnc(-c2ccccc2)c(-c2ccccc2)n1	2	696	13%
COc1cc(C(=O)n2cnc3ccccc32)c([N+](=O)[O-])cc1OC	-6	785	9%
COc1cccc(C(=O)N[C@@H](C)C(=O)N2CCC3(CC2)NCCc2[nH]cnc23)c1	32	731	-1%

Entries above that contain a Cl atom:
SMILES	Hep lipid drop	Hep lipid drop cells 6.5 µM	NOD2 inhibition
COc1ccc(-c2cc(C(=O)Nc3cccc(Cl)c3)no2)cc1	-4	851	-74%
COC(=O)c1ccccc1NC(=O)c1nc(S(=O)(=O)Cc2ccccc2)ncc1Cl	-7	678	14%
COc1cccc(C(=O)C2CCCN(C(=O)c3ccccc3Cl)C2)c1 (configuration not stated)	-20	781	5%
CCN(CCO)C(=O)c1ccc2oc(Cc3ccc(Cl)cc3)nc2c1	1	785	1%
COc1ccc(Cl)cc1NC(=O)NCc1cccnc1	-26	597	14%
COc1ccc(Cl)cc1NC(=O)C/C(C)=N/NC(=O)c1ccccc1[N+](=O)[O-]	-2	818	9%
COc1ccc(OCc2cc(C(=O)NC(C)Cn3cncn3)no2)c(Cl)c1 (configuration not stated)	4	881	-13%
Cc1ccc(S(=O)(=O)Nc2c(Cl)c(Cl)c(O)c3ccccc23)cc1	-6	872	14%
O=C(NC1CCCCCCC1)c1cc([N+](=O)[O-])ccc1Cl	-4	795	-3%
Cc1ccc(CNC(=O)C2CCCN2S(=O)(=O)c2ccc(Cl)cc2)cc1 (configuration not stated)	-8	762	0%
O=C(OCC(=O)N1CCOCC1)c1cc(F)c(F)cc1Cl	4	773	0%
CN(CC(=O)Nc1ccccc1Cl)C(=O)c1cccc(S(=O)(=O)N2CCN(c3ccc(F)cc3)CC2)c1	-18	681	25%
COc1ccc(C(=O)NCCc2cccc(Cl)c2)cc1OC1CCN(C(C)=O)CC1	4	715	-1%

Only part of the results is shown; the hit share may differ from the screen's.
